Screening data deposited in PubChem by National Center for Advancing Translational Sciences (NCATS).
Menin MLL FP TR – qHTS Assay for Inhibitors Targeting the Menin-MLL Interaction in MLL Related Leukemias: Competition With Texas Red Labeled MLL-derived Mutant Peptide | AID 1768, 2009 | Menin + Texas Red MLL mutant peptide, fluorescence polarization | 270,000 tested, 0.23% active | Potency, µM (highest dose often 61.6 µM), for the others: top-dose FP activity change, negative = inhibition, usual class: inhibitors; active = well fitted inhibition curve with a large enough effect in the polarisation, with a control signal flat, not every such curve was filed as active; inconclusive = small, poorly fitted or top-dose-only effect, or effect the other way, or a change in a side signal; inactive = no such curve, though single readings can be large or run the other way; the % refers to the polarisation; note: potency is the fitted concentration of half-maximal effect; % of control where 0% means no effect; many of its hits are not listed in these tables
KCNH2 WT inh – qHTS for Inhibitors of KCHN2 3.1: Wildtype qHTS | U2OS, BacMam KCNH2, thallium flux FluxOr; hits give low values | AID 720551, 2013 | activity change, % at 1.84 µM | 340,000 tested, 0.37% active | Voltage-gated inwardly rectifying potassium channel KCNH2 (Homo sapiens), Q12809;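 active = maximum activity change below -70%; inconclusive = maximum activity change between -70% and -50%; inactive = maximum activity change above -50%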; note: % is set by controls: 0 for no effect and ±100 for the full control effect
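U2OS cells transduced with wild-type KCNH2 virus are loaded with FluxOr dye for 45 min, and thallium flux is measured in kinetic reads before and after stimulation buffer. Rate constants are normalized to DMSO controls.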
Chronic BCR inh – qHTS Assay to Find Inhibitors of Chronic Active B-Cell Receptor Signaling; ABC-DLBCL IkBa-CBG/CBR reporter, luminescence ratio, 4 h; Potency, µM (top dose mostly 46.1 µM), inactives show top-dose ratio change, negative = lower green/red ratio, actives largely listed as inhibitors; 340,000 tested, 0.05% active; AID 493014, 2011; active = well fitted inhibition curve with a large enough effect in the signal ratio, with a control signal flat, not every such curve was filed as active; inconclusive = small, poorly fitted or top-dose-only effect, or effect the other way, or a change in a side signal; the % refers to the signal ratio;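 note: potency is the fitted concentration of half-maximal effect; plate controls were basal doxycycline-induced cells for no effect and cells given 10 µM MG132 for full effect; MG132 reads +100%, hits lower the ratio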
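Doxycycline induced both beetle luciferases in TMD8 lymphoma cells; IKK-driven degradation limits the IkappaBalpha-fused green signal, while red luminescence normalises for cell number and nonspecific effects. Compounds tested up to 46 uM, 4 hrs.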
MBNL1 CUG block – qHTS Assay for Inhibitors of MBNL1-poly(CUG) RNA binding; AID 2675, 2010; 280,000 tested, 0.036% active; Muscleblind-like protein 1 (Homo sapiens), Q9NR56; TR-FRET MBNL1-His/biotin-(CUG)12 binding, 665/545 ratio; Potency, µM (series often up to 57.5 µM), for the others: at the top dose activity change, negative = inhibition, most hits filed as inhibitors; active = well fitted inhibition curve with a large enough effect in the signal ratio, with a control signal flat, not every such curve was filed as active; inconclusive = small, poorly fitted or top-dose-only effect, or effect the other way, or a change in a side signal; inactive = no such curve, though single readings can be large or run the other way; the % refers to the signal ratio; note: potency is the fitted concentration of half-maximal effect; % is set by controls: 0 for no effect and ±100 for the full control effect
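Compounds (final 92 nM to 58 uM) are added to His-tagged MBNL1 and biotin-(CUG)12, then terbium anti-His antibody and streptavidin-XL665 (5 nM final). After 60 min at room temperature, the 665/545 nm ratio is read.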
S-ASM inh – Inhibitors of Secretory Acid Sphingomyelinase (S-ASM): qHTS; placental ASM, HMU-PC fluorogenic substrate, 60 min; Potency, µM (doses to about 57.5 µM), for inactives: top-dose activity change, negative = inhibition, hits mostly inhibitors; 340,000 tested, 0.006% active; AID 504937, 2011; note: potency is the fitted concentration of half-maximal effect
Target sequence (P17405 47-631 limits assumed): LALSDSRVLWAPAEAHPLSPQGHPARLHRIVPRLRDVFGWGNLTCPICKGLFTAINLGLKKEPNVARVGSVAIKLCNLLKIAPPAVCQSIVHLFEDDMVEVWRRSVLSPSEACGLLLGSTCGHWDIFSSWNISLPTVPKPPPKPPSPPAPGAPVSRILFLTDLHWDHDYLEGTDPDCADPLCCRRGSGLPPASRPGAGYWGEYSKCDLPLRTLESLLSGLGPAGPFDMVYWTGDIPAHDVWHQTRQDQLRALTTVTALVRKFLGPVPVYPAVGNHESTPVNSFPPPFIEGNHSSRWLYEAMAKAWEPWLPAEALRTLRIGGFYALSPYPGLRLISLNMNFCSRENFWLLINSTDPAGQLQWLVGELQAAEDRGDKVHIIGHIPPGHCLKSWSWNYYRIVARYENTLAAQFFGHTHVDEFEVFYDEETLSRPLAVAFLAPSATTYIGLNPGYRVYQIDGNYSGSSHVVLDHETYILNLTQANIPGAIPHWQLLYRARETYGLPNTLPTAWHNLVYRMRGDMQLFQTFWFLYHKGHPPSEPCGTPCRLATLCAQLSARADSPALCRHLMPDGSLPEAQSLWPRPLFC
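qHTS format. ASM enzyme prepared from human placenta hydrolyses the fluorogenic substrate HMU-PC0 (9 uM final) over 60 min at 37 °C after a 10 min compound preincubation.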
USP2a inh – qHTS Assay for Inhibitors of Ubiquitin-specific Protease USP2a Using CHOP2 as the Reporter; USP2 core, Ub-CHOP2 coupled fluorogenic reporter, 485/531; Potency, µM (series often up to 38.3 µM), without a hit: at the top dose activity change, negative = inhibition, most hits filed as inhibitors; AID 463254, 2010; 330,000 tested, 0.01% active;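 note: potency is the fitted concentration of half-maximal effect; plate controls were DMSO wells for no effect and full inhibition by NEM control for full effect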
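Deubiquitinase activity read as fluorescence (485/531 nm) after Ub-CHOP2 cleavage activates the enterokinase reporter on its substrate; USP2 core 10nM, Ub-CHOP2 and substrate 25nM each, 30min compound preincubation then 60min RT; data normalized to NEM, curves fitted.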
PKM2 activator – qHTS Assay for Activators of Human Muscle isoform 2 Pyruvate Kinase | Pyruvate kinase PKM (Homo sapiens), P14618 | purified PKM2, Kinase-Glo ATP luminescence, activation; response scale: 0% is enzyme alone, no compound | Potency, µM (doses to about 57.5 µM), for the others: at the top dose activation, actives largely listed as activators | 260,000 tested, 0.34% active | AID 1631, 2009; note: potency is the fitted concentration of half-maximal effect; % is set by controls: 0 for no effect and ±100 for the full control effect; nearly all actives have a fitted effect of over 55% in size
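Purified hPK-M2 (>95% pure) converted ADP (0.1 mM final) to ATP with 0.5 mM PEP in 50 mM imidazole pH7.2, KCl, MgCl2, Tween 20, BSA; 1 h at room temperature. ATP detected by Kinase-Glo luminescence.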
TSHR antagonist – Antagonists of the Thyroid Stimulating Hormone Receptor: HTS campaign | Thyrotropin receptor (Homo sapiens), P16473 | TSHR-expressing cells, TSH-stimulated cAMP HTRF, 2 h; hits give low values | activity change, negative = inhibition, % at 11.5 µM | 330,000 tested, 0.2% active;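 active = activity change below a set negative limit, meaning inhibition stronger than a set level, cut at about -70% in these data; inconclusive = activity change between two set negative limits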; note: % is set by controls: 0 for no effect and ±100 for the full control effect
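Freshly harvested TSHR cells receive pin-tooled compound, then EC80 TSH at 4nM final. After 2 hours at 37 deg C, antibody in lysis buffer and cAMP-d2 are added; 30 minutes at ambient temperature precede the HTRF read.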
Eya2 phos inh – qHTS Assay for Inhibitors of the Phosphatase Activity of Eya2; 330,000 tested, 0.006% active; Potency, µM (series often up to 76.9 µM), without a hit: top-dose activity, negative = inhibition, most hits filed as inhibitors; Protein phosphatase EYA2 (Homo sapiens), O00167; recombinant Eya2, OMFP fluorescence dephosphorylation (OMFP is methylfluorescein phosphate); note: potency is the fitted concentration of half-maximal effect; % is set by controls: 0 for no effect and ±100 for the full control effect
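Eya2 (0.2 uM) preincubated 10 min at ambient with compound, then OMFP substrate added at 50 uM; 10 min reaction in 50 mM HEPES pH 7.5, 50 mM NaCl, 5 uM MgCl2, 0.05% BSA, 1 mM DTT. Fluorescence read at Ex 485/Em 525 nm.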
GALK inh – qHTS Assay for Inhibitors of Human Galactokinase (GALK); Purified GALK, Kinase-Glo residual ATP luminescence; Potency, µM (doses to about 57.5 µM), for inactives: top-dose activity change, negative = inhibition, actives largely listed as inhibitors; AID 1868, 2009; 270,000 tested, 0.007% active; note: potency is the fitted concentration of half-maximal effect; % is set by controls: 0 for no effect and ±100 for the full control effect
Target sequence (P51570 whole entry, looked up): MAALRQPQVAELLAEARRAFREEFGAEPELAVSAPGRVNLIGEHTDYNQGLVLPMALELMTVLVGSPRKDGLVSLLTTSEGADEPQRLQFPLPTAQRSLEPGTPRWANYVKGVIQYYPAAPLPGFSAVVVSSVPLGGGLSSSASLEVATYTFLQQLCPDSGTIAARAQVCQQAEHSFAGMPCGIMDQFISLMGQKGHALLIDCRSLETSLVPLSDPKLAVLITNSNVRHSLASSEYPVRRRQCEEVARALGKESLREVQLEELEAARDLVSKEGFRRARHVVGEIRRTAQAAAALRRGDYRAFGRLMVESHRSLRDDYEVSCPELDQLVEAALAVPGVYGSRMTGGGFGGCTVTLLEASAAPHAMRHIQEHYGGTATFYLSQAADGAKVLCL
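Compounds were pin-transferred into ATP buffer (35 uM final), then GALK plus galactose (5 nM, 100 uM final) was added. After 1 h at room temperature, Kinase-Glo Plus was added and luminescence read after 10 min.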
Mito fusion act – qHTS Assay for Small Molecule Inhibitors of Mitochondrial Division or Activators of Mitochondrial Fusion. S. cerevisiae fusion-defective mutant growth rescue, CellTiterGlo 48 h. Potency, µM (series often up to 46.1 µM), inactives show at the highest dose growth rescue (activation), usual class: activators. 320,000 tested, 0.23% active. AID 485298, 2010;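 note: potency is the fitted concentration of half-maximal effect; % of control where 0% means no effect; nearly all actives have a fitted effect of over 45% in size; temperature-sensitive fusion mutants such as fzo1-1 at 37 °C on non-fermentable ethanol glycerol medium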
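Yeast fusion mutant, YPEG (non-fermentable carbon), compound, 48 h at 37C non-permissive; CellTiterGlo added, 10 min RT, luminescence read. Rescued growth = division inhibition.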
An asterisk follows results filed as active; ? = inconclusive; . = not tested or not shown; & = joins results of further samples; [ ] = another dose, or the depositor's remark. Unless noted, calls come from the whole dose curve; as a rule, active = well fitted curve in the direction sought with a large enough effect; inconclusive = small, poorly fitted or top-dose-only effect, or another doubt; inactive = no such curve, though single readings can be large; an effect the other way counts as inactive or inconclusive.

SMILES	Menin MLL FP TR	KCNH2 WT inh	Chronic BCR inh	MBNL1 CUG block	S-ASM inh	USP2a inh	PKM2 activator	TSHR antagonist	Eya2 phos inh	GALK inh	Mito fusion act
CC12CN3CC(C)(CN(C1)P3(=O)Oc1ccccc1)C2=O (centres undefined)	2%	8	-1%	-3%	5%	1%	3%	3	13%	2%	0%
CN(C)c1ccc(C=C2C(=O)NC(=O)NC2=O)cc1[N+](=O)[O-]	14%	-3	7%	?	1%	2%	27%	13	3%	-1%	0%
O=C(c1ccc(N2CCCCC2)c([N+](=O)[O-])c1)N1CCC2(CC1)OCCO2	-14%	8	?	?	-2%	-1%	3%	-8	-15%	0%	-1%
C[C@]12CCC3C(CC[C@H]4C[C@H](O)CC[C@]34C)C1CC(=O)[C@@H]2O (some centres undefined)	.	-2	?	.	0%	-1%	.	9	-12%	.	.
CN1C2CCC1CC(OC(c1ccccc1)c1ccccc1N)C2 (centres undefined)	-6%&3%	8	.	.	3%	.	.	-14	-3%	.	-8%
Cc1ccc(CNS(=O)(=O)c2cc3c(cc2C)N(C)CCO3)cc1	-5%	-21	-6%	-9%	2%	0%	2%	6	?	.	2%
Cn1c(O)c(N=Nc2ccc(S(=O)(=O)N3CCOCC3)cc2)c(=O)n(C)c1=O	-8%	-3	9%	?	-3%	3%	8%	12	9%	-5%	-4%
COc1ccccc1CN1CCCC(C(=O)c2ccccc2OC)C1 (centres undefined)	-11%	4	-2%	-1%	0%	0%	0%	-4	8%	0%	-3%
Cc1cc(N(CCCl)CCCl)ccc1/C=N/NC(=O)c1ccco1	?	-5	?	?	222%[activator]	-4%	-17%	25	1%	3%	2%
CCC1(CC)C(=O)NC(=NCCc2c[nH]c3ccccc23)NC1=O	4%	-4	1%	-6%	1%	2%	3%	14	6%	0%	2%
COc1ccc(CNCCc2c[nH]c3ccccc23)c(OC)c1C	?	-10	?	-4%	-3%	3%	.	-22	-5%	0%	-21%
O=C(c1cccs1)C1CN2CCC1CC2 (centres undefined)	5%	3	?	-4%	4%	-2%	2%	-1	-24%	-1%	-3%
Cc1cc(Oc2cc(NN3CCCCC3)c([N+](=O)[O-])cc2[N+](=O)[O-])ccc1[N+](=O)[O-]	?	-6	12%	6%	-3%	3%	0%	-1	-3%	.	-1%
CC(=O)N1CC(=O)Nc2ccc(F)cc2C1c1ccccc1 (centres undefined)	-6%	-34	-1%	-6%	3%	3%	.	-2	-17%	-1%	5%
Cc1c(Cc2ccccc2)c(=O)oc2cc(OCc3ccc(C(=O)O)cc3)ccc12	?	5	-3%	-2%	61%	1%	0%	-20	1%	-5%	20%
CC12CN3CC(C)(CN(C1)C3c1cccs1)C2 (centres undefined)	5%	-15	2%	-3%	-3%	5%	-1%	-10	-4%	0%	-2%
CN(C(=O)Oc1ccc(Cl)c2cccnc12)c1ccccc1	3%	-1	-3%	.	1%	0%	5%	0	-9%	0%	11%
CCN1c2nc3c(C)cccn3c(=O)c2CC2(C(=O)N(C)C(=O)N(C)C2=O)C1C (centres undefined)	-24%	-1	1%	-4%	4%	0%	-8%	2	14%	2%	1%
O=C(COC(=O)CCc1c[nH]c2ccccc12)Nc1ccc([N+](=O)[O-])cc1	?	2	-1%	17%	-14%	-1%	-1%	1	1%	0%	-1%
CCC(=NCCOc1ccc(Cl)cc1)c1c(O)n(C)c(=O)n(C)c1=O	12%	-6	?	-4%	3%	0%	0%	-29	1%	-1%	27%
CCOC(=O)N1C(=O)[C@@](c2ccc(Cl)cc2)(C(C)C)N1C(=O)OCC	-23%	0	?	3%	-2%	5%	-1%	38	-13%	.	-1%
Cc1nonc1OCCNCCNc1ccc([N+](=O)[O-])c2cccnc12	3%	10	3%	?	-12%	0%	-4%	5	-2%	1%	-6%
CC[N+]1(C)CCCC(OC(=O)C(O)(c2ccccc2)c2ccccc2)C1 (centres undefined)	7%&13%	4	-1%	-14%	0%	1%	-5%	5	1%	-2%	-3%
COC(=O)C(=O)N1CC2(C)CNCC(C)(C1)C2=O	7%	-1	0%	15%	6%	0%	-11%	-6	-4%	-1%	-3%
CC(=O)Nc1ccc(OC(=O)c2ccccc2N)cc1	-14%	-9	-11%	-7%	268%[activator]	-1%	-16%	11	5%	1%	-1%

Going on with the list.
SMILES	Menin MLL FP TR	KCNH2 WT inh	Chronic BCR inh	MBNL1 CUG block	S-ASM inh	USP2a inh	PKM2 activator	TSHR antagonist	Eya2 phos inh	GALK inh	Mito fusion act
Cc1ccc2nc(C)n(-c3ccc(F)cc3)c(=O)c2c1	-15%	-14	7%	-13%	-1%	-1%	-2%	0	-2%	-2%	3%
C=CCN(c1ccc(C(=O)N(CC)CC)cc1)S(C)(=O)=O	-12%	3	-3%	14%	3%	1%	-19%	9	4%	1%	-1%
Cn1cccc1/C=C1/C(=O)NC(=O)N(Cc2ccccc2)C1=O	3%	26	?	?	-2%	3%	-5%	-9	9%	-4%	-2%
CC(C)n1c(=O)c(C=Nc2ccc(Cl)cc2)c(O)n(Cc2ccco2)c1=O	-14%	.	3%	-7%	.	0%	-3%	-2	-1%	1%	18%
O=c1c2ccccc2nc(-c2ccco2)n1-c1ccc(Br)cn1	-3%	-4	0%	6%	-2%	-9%	6%	-9	-4%[15.4 µM]	0%	4%
CC(C)c1c(C(=O)N/N=C/c2cccc(OCc3ccccc3)c2)nnn1-c1nonc1N	.	-7	?	-6%	-20%	1%	.	?	3%	4%	-10%
CC12CNCC(C)(CNC1)C2O (centres undefined)	0%	2	3%	17%	2%	2%	-5%	-7	-8%	12%	1%
COC(=O)C1=C(c2ccc(Cl)c(C(F)(F)F)c2)C[C@@H]2CC[C@H]1N2C(=O)N1CCC(O)(c2ccc(Cl)cc2)CC1	.	-8	-4%	.	-6%	-18%	.	5	-1%	.	.
Cc1cc(OCCCC(=O)NCc2cccs2)ccc1Cl	5%	0	0%	3%	0%	0%	2%	-11	0%	2%	19%
CCCCn1c(O)c(C(CC)=Nc2ccc3c(c2)CCC3)c(=O)[nH]c1=O	-15%	-1	3%	1%	?	1%	0%	3	-1%	9%	1%
Oc1cccc(/C=N/NP(=S)(c2ccccc2)c2ccccc2)c1	?	1	7%	-8%	-10%	3%	2%	-2	-2%	-3%	11%
CCOc1ccc(N=Cc2c(O)n(CCc3ccc(OC)c(OC)c3)c(=O)[nH]c2=O)cc1	.	0	-10%	-3%	28%	0%	1%	1	11%	.	2%
COc1cc(OC)c(C=O)c(OC(=O)N(C)C)c1	2%	-10	1%	0%	1%	2%	-3%	-12	8%	1%	-4%
CCCCC(CC)CNCC(O)c1ccccc1 (centres undefined)	-12%	4	1%	-4%	-1%	-1%	0%	-1	3%	0%	-28%
O=P(O)(Oc1ccccc1)OC(c1ccccc1)C(F)(F)C(F)(F)F (centres undefined)	-26%	-13	-1%	-3%	7%	-1%	-2%	0	-10%	-2%	3%
Cc1ccc(P(=S)(c2ccc(C)o2)N2CCOCC2)o1	-14%	-5	-1%	-3%	-4%	0%	?	-6	12%	0%	6%
CN1CCN(CCC(=O)OC2CC3CCC(C2)N3C)CC1 (centres undefined)	-2%	3	?	-1%	4%	0%	-6%	-2	-2%	-1%	-2%
CN1CCCCC1c1ccc(-c2cccnc2)nc1 (centres undefined)	6%&-23%&24%	3	-14%	-5%	-2%	4%	-1%	5	-7%	3%	0%
C=CCn1c(O)c(C(C)=NCCc2c[nH]c3ccccc23)c(=O)[nH]c1=O	.	0	?	-6%	5%	2%	16%	3	1%	.	6%

This is a subset. The share of hits here may be higher or lower than overall.
